HCV inh: qHTS Assay for Inhibitors of Hepatitis C Virus (HCV); 3.4% of 340,000 active; AID 651820, 2012; Potency, µM (titrated, usually from 41.8 µM), inactives show top-dose activity change, negative = inhibition, most hits filed as inhibitors; Huh7.5.1 HCVcc-Cre infection, luciferase reporter, 44 h; also: potency is read from the fitted curve at half-maximal effect
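Whole-lifecycle infectious HCVcc-Cre system; cells 1,000/well, compound then virus (~0.5 moi) added 4 h after plating, 44 h culture. Luciferase read 15 sec following 15 min substrate incubation, room temp.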
AMA1-RON2 inh: qHTS for Inhibitors of AMA1-RON; Towards Development of Antimalarial Drug Lead: Primary Screen | Plasmodium falciparum AMA1 (3D7) - RON2 peptide interaction | AlphaScreen AMA1-biotinylated RON2 peptide binding | Potency, µM (top dose mostly 58.2 µM), without a hit: at the top dose activity change, negative = inhibition, usual class: inhibitors | 0.2% of 360,000 active | AID 720542, 2013;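 also: potency is read from the fitted curve at half-maximal effect; 0% = vehicle wells and -100% = peptide control; nearly all actives have a fitted effect of over 45% in size; some results filed as inactive show a strong effect at the top dose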
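AMA1 (3D7) with his tag at 25 nM final met compounds first, then biotinylated RON2 peptide at 25 nM; detection used donor plus acceptor beads, 10 µg/mL apiece, read by AlphaScreen after 30 min at room temperature.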
LmPK inh: qHTS Assay for Inhibitors of Leishmania Mexicana Pyruvate Kinase (LmPK). Q27686. purified LmPK, Kinase-Glo ATP luminescence, 1 h. Potency, µM (series often up to 57.5 µM), for inactives: top-dose activity change, negative = inhibition, usual class: inhibitors. 0.37% of 290,000 active. AID 1721, 2009; also: potency is read from the fitted curve at half-maximal effect
Target sequence (Q27686 whole entry, looked up): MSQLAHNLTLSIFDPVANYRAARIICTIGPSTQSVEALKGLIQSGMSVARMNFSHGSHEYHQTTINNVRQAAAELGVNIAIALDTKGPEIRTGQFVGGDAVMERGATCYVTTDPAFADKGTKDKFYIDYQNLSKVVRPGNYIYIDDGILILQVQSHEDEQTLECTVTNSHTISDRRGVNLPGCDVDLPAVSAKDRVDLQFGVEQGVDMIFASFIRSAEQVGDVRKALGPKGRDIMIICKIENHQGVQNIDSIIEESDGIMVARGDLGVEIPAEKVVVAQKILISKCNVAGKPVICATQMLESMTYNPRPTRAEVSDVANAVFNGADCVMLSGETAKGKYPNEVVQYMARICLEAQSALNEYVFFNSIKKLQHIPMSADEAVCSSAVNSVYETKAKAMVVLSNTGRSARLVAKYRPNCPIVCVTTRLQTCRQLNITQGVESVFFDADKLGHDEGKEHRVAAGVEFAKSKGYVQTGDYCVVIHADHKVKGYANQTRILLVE
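Purified LmPK (0.1 nM) converted ADP (0.1 mM) to ATP with PEP (0.5 mM) in imidazole buffer pH 7.2 with KCl and MgCl2, 1 h at room temperature. ATP was read by Kinase-Glo luminescence; data normalized to uninhibited and no-enzyme controls.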
HCMV inh: qHTS Assay for inhibitors of the human cytomegalovirus (HCMV); HFF cells, HCMV-luciferase reporter, 72 h; hits give low values; 4.5% of 410,000 active; activity change, negative = inhibition, % at 57.5 µM; in the data active = activity change below about -60%; inconclusive = no clear call, values can overlap the other calls; inactive = above about -39%
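Compounds were evaluated in HFFs infected with an HCMV luciferase reporter virus (MOI 1 PFU/cell). Luciferase in lysates collected 72 h post infection served as the replication measure.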
AmpC no deterg: qHTS Inhibitors of AmpC Beta-Lactamase (assay without detergent). P00811. AmpC nitrocefin hydrolysis, absorbance 480 nm, 0.0001% Triton. Potency, µM (titrated, usually from 57.1 µM), for the others: at the highest dose activity change, negative = inhibition, usual class: inhibitors. 0.52% of 330,000 active. AID 485341, 2010;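 also: potency is read from the fitted curve at half-maximal effect; plate controls were no compound for no effect and no enzyme for full effect; nearly all actives have a fitted effect of over 20% in size; some results filed as inactive show a strong effect at the top dose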
Target sequence (P00811 whole entry, looked up): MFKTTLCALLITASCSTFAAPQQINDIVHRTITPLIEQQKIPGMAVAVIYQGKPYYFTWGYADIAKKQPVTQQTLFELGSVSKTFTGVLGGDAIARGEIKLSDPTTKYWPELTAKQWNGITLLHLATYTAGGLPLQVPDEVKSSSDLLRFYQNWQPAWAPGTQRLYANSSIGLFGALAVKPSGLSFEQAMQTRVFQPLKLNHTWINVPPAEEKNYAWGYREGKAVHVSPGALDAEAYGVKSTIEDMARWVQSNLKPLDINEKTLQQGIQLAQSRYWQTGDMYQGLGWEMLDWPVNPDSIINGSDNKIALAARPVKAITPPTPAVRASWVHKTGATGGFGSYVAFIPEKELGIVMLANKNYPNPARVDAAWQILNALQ
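AmpC (5.3 nM in the dispensed reagent) in 20 mM phosphate pH 7.0 with 0.01% (detergent screen) or 0.0001% Triton X-100 was preincubated with compounds for 15 min at room temperature. Nitrocefin was then added from an 800 uM solution, and hydrolysis was followed at 480 nm.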
TbPYK inhibitor: qHTS of Trypanosoma Brucei Inhibitors. AID 624173, 2012. pyruvate kinase (Trypanosoma brucei), Q57TT1. 0.12% of 410,000 active. TbPYK enzyme, Kinase-Glo Plus ATP luminescence, 45 min. Potency, µM (titrated, usually from 76.8 µM), for inactives: top-dose activity, negative = inhibition, hits mostly inhibitors; also: potency is read from the fitted curve at half-maximal effect; nearly all actives have a fitted effect of over 50% in size
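Quantitative HTS: titrated library compounds versus trypanosomal pyruvate kinase in TEA buffer (pH 7.2) containing KCl, MgCl2, BSA and Tween-20. Reactions were initiated with ADP, 130 uM final. Kinase-Glo Plus luminescence was read after 45 min at RT.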
AmpC detergent: qHTS Inhibitors of AmpC Beta-Lactamase (assay with detergent); 0.041% of 370,000 active; AmpC hydrolysis of nitrocefin, absorbance 480 nm, 0.01% Triton; P00811; Potency, µM (top dose mostly 114 µM), for inactives: at the top dose activity change, negative = inhibition, hits mostly inhibitors;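 also: potency is read from the fitted curve at half-maximal effect; 0% = no-compound wells and -100% = no-enzyme wells; nearly all actives have a fitted effect of over 25% in size; some results filed as inactive show a strong effect at the top dose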
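20 mM phosphate pH 7.0 + 0.01% (detergent screen) or 0.0001% Triton X-100; 5.3 nM AmpC reagent; cpd preinc 15 min RT; nitrocefin (800 uM stock) to start; A480 q20 s × 4 min; Activity was normalised to no-enzyme and no-compound control wells.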
* marks the source's active call; other numbers are inactive results; ? = inconclusive; · = no result given; & = joins results of further samples; [ ] = remark or other dose. Unless noted, calls follow the shape of the dose curve; as a rule, active = well fitted curve in the direction sought with a large enough effect; inconclusive = small, poorly fitted or top-dose-only effect, or another doubt; inactive = no such curve, though single readings can be large; an effect the other way counts as inactive or inconclusive. Unless noted, % is scaled to controls: 0 for no effect and ±100 for the full control effect.

# | SMILES | HCV inh | AMA1-RON2 inh | LmPK inh | HCMV inh | AmpC no deterg | TbPYK inhibitor | AmpC detergent
1 | COc1ccc(NC(=O)c2cnc(N3CCCC3)nc2)cc1OC | · | · | · | -6 | · | -2% | -10%
2 | O=C1NC2(CCCCC2)C(=O)N1CC(=O)N(Cc1ccccc1)c1ccccc1 | 16% | -1% | -9% | -31 | 47% | -8% | 5%
3 | Cc1cc(C)c(OCCCCCn2ccnc2)c(C)c1 | 7% | 4% | -5% | -15 | 21% | -11% | ?
4 | COC(=O)c1ccc2c(=O)n(CC3CCCO3)c(SCC(=O)Nc3ccc(OC)cc3OC)nc2c1 (stereo not drawn) | 6% | 6% | 3% | 20 | -13% | 6% | -8%
5 | Cc1cc(F)cc(-c2cc(C(=O)NCc3ccco3)[nH]n2)c1 | · | 7% | · | 24 | · | 5% | ·
6 | CCOc1ccccc1C1C2C(=O)N(c3ccccc3)C(=O)C2ON1c1ccccc1 (stereo not drawn) | 19% | -7% | -4% | 25 | -7% | 2% | -9%
7 | COC(=O)c1cccnc1-n1c(=O)c2cccnc2n(Cc2cccc(C(F)(F)F)c2)c1=O | -3% | -5% | -6% | -29 | 163%[activator] | -7% | 2%
8 | c1ccc(Cc2nnc3sc(-c4cccs4)nn23)cc1 | -28% | 23% | -1% | -9 | 20% | -11% | -18%
9 | CCOC(=O)c1cn(CC(=O)Nc2cccc(Cl)c2C)nn1 | 3% | 17% | 3% | -29&-5 | 7% | 1%&2% | 2%&-3%
10 | CCCc1nc2ccc(C)cn2c1Cc1ccc(OC)cc1C | · | -7% | · | ? | · | -2% | ·
11 | CC12CCCC(C(C#N)C(N)=O)(C1)NC(=O)C2C#N (stereo not drawn) | 17% | -2% | · | 84 | · | 4% | ·
12 | Cc1noc(C)c1S(=O)(=O)N(CC(=O)NC(C)c1ccccc1)c1ccc(C(C)C)cc1 (stereo not drawn) | -21% | 3% | 7% | -16 | 0% | -4% | 1%
13 | C[C@H](O)[C@@H]1C(=O)N2CCc3ccc(-c4cccc(F)c4)cc3[C@@H]2C[C@@H]1N(C)C(=O)Nc1ccccc1 | -15%[8.37 µM] | 7% | · | -14 | · | -1% | ·
14 | COc1cccc(/C=N/n2cnc3cc(C)c(C)cc32)c1OC | ? | -20% | 3% | 37 | 148%[activator] | 4% | 0%
15 | O=C(C1=C[C@@H](c2ccc(C(F)(F)F)cc2)C[C@@H](OCc2ccc(CO)cc2)O1)N1CCOCC1 | -10% | -1% | 4% | -4 | 130% | 2% | -2%
16 | Cc1ccc(CNc2nc3ccc(Cl)cc3n3nnnc23)cc1 | · | · | · | 18 | · | 0% | 17%
17 | Cc1ccc(S(=O)(=O)N2CCN(C(=O)c3cc(S(=O)(=O)N(C)C)ccc3N3CCCC3)CC2)c(C)c1 | ? | -20% | · | -20 | 193%[activator] | -4% | 4%
18 | CCc1nnc(NC(=O)C2CC(=O)N(Cc3ccco3)C2)s1 (stereo not drawn) | -6% | 0% | 1% | -17 | -15% | -15% | 1%
19 | O=C(CCNS(=O)(=O)c1ccccc1)NNC(=O)C1COc2ccccc2O1 (stereo not drawn) | 15% | 80%[activator] | · | -20 | -9% | 2% | 0%
20 | COC(=O)Cn1c(=NC(=O)CCS(=O)(=O)c2ccccc2)sc2c(OC)ccc(OC)c21 | -25% | 5% | -3% | 13 | -39% | -7% | -7%
21 | CCSc1nc2ccccc2n1CCOc1ccccc1 | -26% | 14% | 0% | 10 | -22% | 2% | -2%
22 | O=C(CSc1nnc(-c2ccccc2F)n1CCc1ccccc1)Nc1ccc2[nH]c(=O)[nH]c2c1 | 1% | -6%[2.32 µM] | -4% | -26 | -17% | -12% | 3%
23 | Cc1ccoc1C(=O)NCCCNC(=O)c1occc1C | -3% | 16% | -3% | 8 | 26% | -1% | -14%
24 | CCOc1ccc(S(=O)(=O)NCc2ccncc2)cc1NC(=O)c1ccccc1F | ? | 1% | -2% | ? | -48% | 1% | 1%
25 | Nc1c(-c2ccccc2)c(CN2CCOCC2)nn1-c1cccc([N+](=O)[O-])c1 | 1% | -6% | 7% | 3 | -8% | 1% | 9%

Filtered by structure, the entries above with an aryl thioether with sulfur outside any ring
# | SMILES | HCV inh | AMA1-RON2 inh | LmPK inh | HCMV inh | AmpC no deterg | TbPYK inhibitor | AmpC detergent
4 | COC(=O)c1ccc2c(=O)n(CC3CCCO3)c(SCC(=O)Nc3ccc(OC)cc3OC)nc2c1 (stereo not drawn) | 6% | 6% | 3% | 20 | -13% | 6% | -8%
21 | CCSc1nc2ccccc2n1CCOc1ccccc1 | -26% | 14% | 0% | 10 | -22% | 2% | -2%
22 | O=C(CSc1nnc(-c2ccccc2F)n1CCc1ccccc1)Nc1ccc2[nH]c(=O)[nH]c2c1 | 1% | -6%[2.32 µM] | -4% | -26 | -17% | -12% | 3%

Quoted at random: 3 entries already listed.
# | SMILES | HCV inh | AMA1-RON2 inh | LmPK inh | HCMV inh | AmpC no deterg | TbPYK inhibitor | AmpC detergent
16 | Cc1ccc(CNc2nc3ccc(Cl)cc3n3nnnc23)cc1 | · | · | · | 18 | · | 0% | 17%
10 | CCCc1nc2ccc(C)cn2c1Cc1ccc(OC)cc1C | · | -7% | · | ? | · | -2% | ·
4 | COC(=O)c1ccc2c(=O)n(CC3CCCO3)c(SCC(=O)Nc3ccc(OC)cc3OC)nc2c1 (stereo not drawn) | 6% | 6% | 3% | 20 | -13% | 6% | -8%

Looked up above.
HCMV inh result of cpd 18 reads -17
AmpC no deterg result of cpd 8 reads 20%
HCV inh result of cpd 13 reads -15%[8.37 µM]

Other entries follow:
# | SMILES | HCV inh | AMA1-RON2 inh | LmPK inh | HCMV inh | AmpC no deterg | TbPYK inhibitor | AmpC detergent
26 | O=C(CCCSc1nc2sc3c(c2c(=O)[nH]1)CCC3)NCCCO | 17% | -1% | 2% | 13 | 19% | -3% | -6%
27 | COc1cccc(CC(=O)NN2C(=O)NC3(CCCCC3)C2=O)c1 | -6% | 16% | · | 2 | -34% | 0% | 2%
28 | COc1ccc(C(=O)Nc2ccc(S(=O)(=O)N3CCCC3)cc2)c(OC)c1 | -18% | 1% | 7% | -22 | 1% | -6% | 3%
29 | CC1=NN2C(=N)/C(=C\c3ccc(SCc4ccccc4)o3)C(=O)N=C2S1 | 21% | 31%[activator] | 8% | 23 | -26% | 0% | -5%
30 | O=C1CC(N2CCC(O)(c3ccc(Cl)cc3)CC2)C(=O)N1 (stereo not drawn) | 10% | -5% | -8% | 36 | -28% | -12% | -6%
31 | CCN1C(=O)C2(c3ccccc31)c1c(oc3ccc(C)cc3c1=O)C(=O)N2CCCOC(C)C (stereo not drawn) | · | · | · | -15 | · | -12% | 0%
32 | COc1ccc(OC)c(-c2cc(C3CCN(c4cc(Cl)nc(N)n4)CC3)[nH]n2)c1 | ? | -22% | 0% | -89* | 122%[activator] | -1% | 0%
33 | NC(=O)c1ccsc1NC(=O)COC(=O)CCCOc1ccccc1 | 27% | -15% | · | -37 | -23% | -1% | -7%
34 | CC1CCCN(S(=O)(=O)c2cc3c4c(c2)CCN4C(=O)CC3)C1 (stereo not drawn) | -1%[8.37 µM] | 15% | · | 27 | -10% | -6% | -14%
35 | CCc1ccc(S(=O)(=O)NC2CC(C)(C)NC(C)(C)C2)cc1 | ? | 4% | -2% | 55 | -14% | 2% | -16%
36 | Cc1cc(Oc2nc3c(C)cccn3c(=O)c2/C=C(\C#N)S(=O)(=O)c2ccccc2)ccc1Cl | 3% | 7% | 2% | 69 | -25% | -9% | 3%
37 | CCNc1nc(NCC)nc(N/N=C/c2ccccc2)n1 | -3% | 115%[activator] | 2% | -35 | -21% | -4% | -3%
38 | Cc1c(-n2c(SCC(=O)N(C)C3CCS(=O)(=O)C3)nc3ccccc3c2=O)c(=O)n(-c2ccccc2)n1C (stereo not drawn) | 29% | 7% | -13% | ? | 40% | 2% | 10%
39 | CC(=O)c1ccc(OCC(O)CN2CC(C)OC(C)C2)cc1 (stereo not drawn) | -5% | 5% | -4% | 46 | 1% | -4% | -1%
40 | CCCCCCCC(=O)N/N=C/c1ccc([N+](=O)[O-])o1 | ? | -9% | 0% | ? | -15% | -1% | 2%
41 | O=C(O)/C=C\C(=O)Nc1ccccc1C(=O)NCc1ccccc1 | 7% | -12% | -1% | ? | -21% | -10% | 0%
42 | C[C@@H](NC(=O)c1ncn(C)c1C(=O)N[C@H](C)c1ccccc1)c1ccccc1 | ? | 8% | · | 5 | 119%[activator] | 1% | -6%
43 | CCOC(=O)c1cc(OC(=O)c2ccccc2C)n(-c2ccccc2)n1 | · | · | · | 18 | · | -20% | 15%
44 | COC(=O)c1ccc(NC(=S)NCCCn2ccnc2)cc1 | 11% | -12% | -3% | -5 | -8% | 4% | 10%
45 | Cc1ccc(S(=O)(=O)NCC(=O)OC(C(=O)c2ccccc2)c2ccccc2)cc1 (stereo not drawn) | 11% | 3.2µM* | 4% | ? | -8% | -11% | 2%
46 | COc1ccccc1NC(=O)C1=C(C)Nc2nc(SCc3ccccc3)nn2C1c1ccccn1 (stereo not drawn) | · | · | · | 1 | · | -4% | -6%
47 | CC(=O)Nc1sc2c(c1CN1CCCC1)CCCC2 | ? | -2% | -2% | 9 | -2% | -5% | 3%
48 | O=C(NCC1CCCCC1)c1cc(-c2cc(F)ccc2OCC2CCCO2)n[nH]1 (stereo not drawn) | · | 12% | · | 29 | · | -4% | ·
49 | Cc1nnc(NCc2cccc(Cl)c2)c2ccccc12 | ? | 18% | -2% | -22 | -16% | -14% | -9%
50 | CC(=O)NCCC(=O)Nc1nc(C)c(Cc2ccc3c(c2)OCO3)s1 | 1% | -5% | 0% | 46 | 21% | 1% | ?
51 | O=c1n(Cc2cccc(C(F)(F)F)c2)c2ccccc2c2nc(-c3ccccc3)nn12 | · | · | · | 27 | · | 0% | 15%
52 | CC1CCCCN1C(=O)c1ccc(CS(=O)(=O)Cc2ccccc2)cc1 (stereo not drawn) | -6% | 4% | -5% | -22 | 17% | 0% | 7%

Not a hit list, and some 7.5% of all compounds hit somewhere here.
